Compound activity: PubChem, National Center for Advancing Translational Sciences (NCATS)
S-ASM inh = inhibitors of human secretory acid sphingomyelinase. P17405. placental ASM, HMU-PC fluorogenic substrate, 60 min. hit rate 0.006% among 340,000. Potency, µM (highest dose often 57.5 µM), for the others: at the top dose activity change, negative = inhibition, usual class: inhibitors; note: potency is the fitted concentration of half-maximal effect
Target sequence (P17405 47-631 limits assumed): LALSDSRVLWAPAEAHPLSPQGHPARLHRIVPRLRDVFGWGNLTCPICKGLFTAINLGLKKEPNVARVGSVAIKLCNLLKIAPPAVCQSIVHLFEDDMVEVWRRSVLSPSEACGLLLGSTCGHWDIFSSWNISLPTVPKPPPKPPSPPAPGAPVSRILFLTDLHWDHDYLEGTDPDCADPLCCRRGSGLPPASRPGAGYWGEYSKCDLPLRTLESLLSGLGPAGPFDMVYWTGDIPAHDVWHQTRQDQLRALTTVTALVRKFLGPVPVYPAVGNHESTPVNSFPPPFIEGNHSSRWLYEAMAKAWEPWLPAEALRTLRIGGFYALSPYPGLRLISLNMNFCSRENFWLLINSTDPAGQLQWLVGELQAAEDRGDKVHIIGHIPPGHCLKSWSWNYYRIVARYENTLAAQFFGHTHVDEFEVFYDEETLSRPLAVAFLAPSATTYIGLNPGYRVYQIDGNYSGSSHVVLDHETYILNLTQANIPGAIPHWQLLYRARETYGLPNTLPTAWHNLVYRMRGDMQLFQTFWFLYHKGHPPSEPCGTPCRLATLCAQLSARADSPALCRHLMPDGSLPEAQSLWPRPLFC
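HMU-PC0 cleavage (9 uM final) by human placental ASM, 60 min at 37 °C following 10 min compound exposure at RT; stopped at pH 10, fluorescence Ex 386/Em 447 nm.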
TSHR antag = antagonists of human thyroid stimulating hormone receptor; AID 504810; TSHR-expressing cells, TSH-stimulated cAMP HTRF, 2 h; active compounds read low; hit rate 0.2% among 330,000; P16473; activity change, negative = inhibition, % at 11.5 µM;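 active = activity change below a set negative limit, meaning inhibition stronger than a set level, cut at about -70% in these data; inconclusive = activity change between two set negative limits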; note: % is set by controls: 0 for no effect and ±100 for the full control effect
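Inhibition of cAMP made by TSHR-expressing cells under TSH stimulation (4nM final, EC80; 2 h, 37 deg C) is quantified with a one-step lysis HTRF kit, anti-cAMP cryptate versus cAMP-d2.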
Tb PFK inh = inhibitors of T. brucei phosphofructokinase. Potency, µM (doses to about 57.5 µM), for inactives: at the highest dose activity, negative = inhibition, hits mostly inhibitors. hit rate 0.17% among 330,000. T. brucei PFK, ADP-Glo luminescence;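 note: potency is the fitted concentration of half-maximal effect; 0% = uninhibited 1x PFK enzyme wells and -100% = no-enzyme wells; nearly all actives have a fitted effect of over 60% in size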
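ADP-Glo luminescence quantified ADP after 45 min at room temperature, with 1.25 nM T. brucei PFK, 0.1 mM ATP and 0.5 mM fructose-6-phosphate in pH 8.0 TEA buffer. qHTS titrations up to 57 µM; curves classified by quality.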
a7 integrin act = activators of alpha7 integrin expression for muscular dystrophy; alpha7betagal myoblasts, beta-gal FDG fluorescence, 48 h; Potency, µM (titrated, usually from 38.3 µM), for the others: top-dose activation, most hits filed as activators; hit rate 0.064% among 350,000; AID 624291;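 note: potency is the fitted concentration of half-maximal effect; 100% = response of the positive control SU9516; nearly all actives have a fitted effect of over 60% in size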
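alpha7betagal+/- myoblasts (passage 13, 250/well) treated 48 h at 37C with compounds at 1:260 dilution of DMSO stock. Lysed, then beta-galactosidase activity read as FDG fluorescence (ex 480/em 540) after 30 min, with pre-read for autofluorescence.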
Mito fusion yeast = inhibitors of mitochondrial division or activators of mitochondrial fusion; S. cerevisiae fusion-defective mutant growth rescue, CellTiterGlo 48 h; Potency, µM (doses to about 46.1 µM), inactives show top-dose growth rescue (activation), most hits filed as activators; hit rate 0.23% among 320,000;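 note: potency is the fitted concentration of half-maximal effect; % of control where 0% means no effect; nearly all actives have a fitted effect of over 45% in size; temperature-sensitive fusion mutants such as fzo1-1 at 37 °C on non-fermentable ethanol glycerol medium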
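Temperature-sensitive fusion-defective S. cerevisiae (e.g. fzo1-1, mgm1-5) were grown with compound in YPEG medium (3% ethanol, 3% glycerol) for 48 hours at 37C. Growth rescue was measured as viability by CellTiterGlo luminescence after 10 minutes at ambient.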
PTAP TSG101 blk = blocks PTAP/TSG101 interaction to inhibit HIV-1 budding; Fluorescence polarization, FITC-PTAP peptide / Tsg101 binding; Potency, µM (highest dose often 115 µM), without a hit: at the highest dose activity change, negative = inhibition, most hits filed as inhibitors; Q99816; AID 493005; 340,000 tested, under 10 active; active = well fitted inhibition curve with a large enough effect in the main read-out, with a control signal flat, not every such curve was filed as active; inconclusive = small, poorly fitted or top-dose-only effect, or effect the other way, or a change in a side signal; inactive = no such curve, though single readings can be large or run the other way; note: potency is the fitted concentration of half-maximal effect; % of control where 0% means no effect
Target sequence (Q99816 whole entry, looked up): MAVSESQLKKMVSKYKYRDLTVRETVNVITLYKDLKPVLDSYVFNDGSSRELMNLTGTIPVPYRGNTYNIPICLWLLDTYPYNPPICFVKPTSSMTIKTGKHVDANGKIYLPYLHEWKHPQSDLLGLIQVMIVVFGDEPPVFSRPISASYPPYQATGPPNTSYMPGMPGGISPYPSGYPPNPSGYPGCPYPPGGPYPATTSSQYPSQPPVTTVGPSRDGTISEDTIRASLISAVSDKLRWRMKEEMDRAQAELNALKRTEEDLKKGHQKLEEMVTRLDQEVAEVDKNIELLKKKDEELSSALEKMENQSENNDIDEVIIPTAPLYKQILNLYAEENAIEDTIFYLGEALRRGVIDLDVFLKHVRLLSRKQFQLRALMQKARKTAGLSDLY
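Tsg101 binding domain (10 uM final) was mixed with compound and a FITC-labeled PTAP peptide (50 nM final) in HEPES pH 7.5 buffer with NaCl, Tween 20, EDTA and TCEP; fluorescence polarization was read after 20 min at r.t.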
ELG1 DNA repair = ELG1-dependent DNA repair inhibition. Potency, µM (doses to about 46.1 µM), for inactives: top-dose activity change, negative = inhibition, hits mostly inhibitors. AID 504467. hit rate 2.3% among 330,000. HEK293T ELG1-luciferase reporter, luminescence, 16 h; DNA damage induced by 5-fluorouridine; note: potency is the fitted concentration of half-maximal effect; % is set by controls: 0 for no effect and ±100 for the full control effect; nearly all actives have a fitted effect of over 55% in size
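Reporter activity after DNA damage by 5-fluorouridine is monitored. Compound-treated cells incubate 16 hr at 37 °C, then ONE-Glo is added for 30 min before luminescence reading.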
A-T KAP1 phos = potential ataxia-telangiectasia treatments restoring KAP-1 phosphorylation | […] A-T fibroblasts, KAP-1 phosphorylation AlphaLISA; neocarzinostatin DNA damage 30 min before lysis | Potency, µM (series often up to 57.5 µM), for inactives: top-dose activation, actives largely listed as activators | AID 485349 | hit rate 0.19% among 320,000; note: potency is the fitted concentration of half-maximal effect; % of control where 0% means no effect; nearly all actives have a fitted effect of over 45% in size
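ATM-like activity read as KAP-1 phosphorylation via AlphaLISA donor/acceptor antibody pairs after lysis and 6 hr at 25C. Cells were ATM-null patient fibroblasts ([…], hTERT), dosed 60 min, then exposed to the DSB inducer NCS for 30 min.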
Eya2 inh = blocks the phosphatase activity of human Eya2; recombinant Eya2, OMFP fluorescence dephosphorylation (OMFP is methylfluorescein phosphate); Potency, µM (top dose mostly 76.9 µM), without a hit: at the highest dose activity, negative = inhibition, actives largely listed as inhibitors; hit rate 0.006% among 330,000; AID 488837; note: potency is the fitted concentration of half-maximal effect; % is set by controls: 0 for no effect and ±100 for the full control effect
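Eya2 protein (added as 0.2 uM solution) was preincubated with compound for 10 min at ambient temperature in 50 mM HEPES pH 7.5, 50 mM NaCl, 5 uM MgCl2, 0.05% BSA, 1 mM DTT. OMFP (added at 50 uM) then reacted 10 min; fluorescence read at 485/525 nm.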
Chronic BCR inh = blocks chronic active B-cell receptor signaling; AID 493014; Potency, µM (highest dose often 46.1 µM), for the others: at the top dose ratio change, negative = lower green/red ratio, most hits filed as inhibitors; hit rate 0.05% among 340,000; ABC-DLBCL IkBa-CBG/CBR reporter, luminescence ratio, 4 h; active = well fitted inhibition curve with a large enough effect in the signal ratio, with a control signal flat, not every such curve was filed as active; inconclusive = small, poorly fitted or top-dose-only effect, or effect the other way, or a change in a side signal; the % refers to the signal ratio;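 note: potency is the fitted concentration of half-maximal effect; plate controls were basal doxycycline-induced cells for no effect and cells given 10 µM MG132 for full effect; MG132 reads +100%, hits lower the ratio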
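Compounds up to 46 uM were incubated four hours with TMD8 cells whose green CBG68 luciferase is fused to IkappaBalpha; red CBR luminescence normalised the signal, and concentration-effect curves were fitted to fusion, red and ratio data.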
TCR activator = activators of T cell receptors; primary human leukocytes, anti-CD3, IL-2 HTRF, 48 h; Potency, µM (top dose mostly 9.22 µM), inactives show at the top dose activation of IL-2 secretion, hits mostly activators; 330,000 tested, under 10 active; AID 504894; note: % of control where 0% means no effect
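Primary human leukocytes receive a-CD3 beads and test compound and are incubated 48 hr. Secreted IL-2 is then assayed by HTRF, measuring 665nm acceptor emission after 320nm excitation of the europium donor.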
* hit, by the source's call; ? = inconclusive; . = no result given; [ ] = remark or other dose. Unless noted, calls come from the whole dose curve; as a rule, active = well fitted curve in the direction sought with a large enough effect; inconclusive = small, poorly fitted or top-dose-only effect, or another doubt; inactive = no such curve, though single readings can be large; an effect the other way counts as inactive or inconclusive.

SMILES	S-ASM inh	TSHR antag	Tb PFK inh	a7 integrin act	Mito fusion yeast	PTAP TSG101 blk	ELG1 DNA repair	A-T KAP1 phos	Eya2 inh	Chronic BCR inh	TCR activator
N#Cc1c(-c2ccccc2Cl)cc(C2CC2)nc1N	1%	-9	0%	-9%	6%	-5%	-1%	6%	9%	0%	1%
Cc1ccc(F)cc1NC(=O)c1ccc2c(c1)OCO2	1%	8	1%	-1%	13%	-11%	?	.	-4%	-17%	-1%
CCOC(=O)c1ccc2cccc(C)n2c1=O	2%	-8	1%	18%	-4%	-1%	13%	6%	13%	3%	-5%
CC(=O)Nc1ccc(OCC(O)CN2CCN(c3ccccc3Cl)CC2)cc1 (stereo not given)	0%	3	0%	11%	-10%	-6%	-8%	1%	-1%	-41%	-5%[46.1 µM]
Cc1c(OC(C)C(=O)NC(Cc2c[nH]c3ccc(O)cc23)C(=O)O)ccc2c1oc(=O)c1ccccc12 (stereo not given)	-4%	-3	1%	20%	1%	-8%	-10%	6%	3%	0%	-4%
COc1ccccc1NC(=S)NCCc1ccc(Cl)cc1	-1%	15	-1%	21%	-1%	-9%	3%	6%	-10%	1%	-6%
CCOC(=O)C1CCN(C(=O)c2cc(C(C)(C)C)nn2Cc2ccccc2)CC1	0%	2	0%	-58%[inhibitor]	-4%	-1%	-7%	3%	4%	?	0%
O=C(O)CCC(=O)Nc1ccccc1N1CCOCC1	1%	5	-4%	-12%	0%	-2%	19%	-1%	11%	-1%	1%
COc1ccc(-n2nc3c(c2NC(=O)c2cc(Br)ccc2Cl)CS(=O)C3)cc1 (stereo not given)	3%	0	0%	11%	1%	0%	1%	1%	-2%	-2%	-1%
Cc1ccnc(NC(=O)CCC(=O)N(CC(=O)NCc2ccccc2)Cc2ccco2)c1	-1%	14	1%	-15%	-2%	-2%	-22%	0%	2%	?	1%
CCOC(=O)Cc1csc(NC(=O)COc2ccc(C)cc2)n1	0%	-22	1%	14%	-5%	-2%	-14%	5%	-7%	?	-11%
CC(C)Cc1nnc(NC(=O)CCC(=O)N2CCN(c3ccccc3)CC2)s1	1%	-9	0%	3%	8%	-6%	-5%	-2%	-1%	4%	1%
COc1ccc(N2C(=O)[C@@H]3C(c4cccnc4)=NO[C@@H]3C2=O)cc1	2%	1	1%	16%	3%	-3%	11%	3%	-10%	-1%	5%
CCCC(=O)OCC(=O)c1[nH]c(C)c(C(C)=O)c1C	-1%	8	0%	?	?	-10%	1%	2%	0%	?	0%
O=C(COc1ccc(Cl)cc1)NCCN1CCCC1	4%	11	2%	11%	1%	-11%	13%	-2%	-4%	5%	5%
CCCCn1c(-c2csc(CCC)c2)n[nH]c1=S	3%	-22	4%	0%	?	-13%	-22%	13%	-11%	?	.
COc1ccc(N2CCN(C(=O)c3c(Cl)cnn3C)CC2)cc1	2%	3	2%	5%	1%	.	-15%	21%	-10%	4%	-3%
Cc1ccc(C(=O)N/N=C(/CC(=O)c2cccs2)C(F)(F)F)cc1	-8%	-15	0%	-11%	?	2%	-29%	7%	4%	?	-1%[46.1 µM]
CC(=O)Nc1nc(-c2ccc(Cl)cc2)ns1	-3%	-3	-10%	-6%	.	0%	?	6%	-5%	4%	0%[46.1 µM]
Cc1nc(=O)c(-c2ccccc2)c(C)n1-c1cccc(/C=C/C(=O)O)c1	-1%	1	-5%	?	-5%	-10%	-2%	-12%	6%	-2%	-10%
Cc1c(C#N)c(NC(=O)CCl)n(Cc2ccccc2)c1C	-3%	0	-3%	-62%[inhibitor]	4%	0%	?	-2%	?	?	0%
O=C(Nc1ccc2c(c1)OCO2)C1CCN(S(=O)(=O)c2cccc3cccnc23)CC1	-1%	36	3%	0%	5%	0%	-17%	-3%	-6%	-1%	-1%
O=C(Nc1ccc(F)c(Cl)c1)NC1CC1	9%	-26	?	9%	13%	0%	-16%	16%	-6%	-3%	1%
CC(C)C[C@H](NC(=O)[C@@H]1Cc2ccccc2CN1)C(=O)Nc1ccc(C(C)C)cc1	-3%	-10	0%	0%	-12%	-4%	?	-3%	-4%	?	-7%
CCOP(=O)(OCC)c1nc(-c2ccc(Cl)cc2Cl)oc1N1CCCCC1	44%	3	-1%	4%	0%	-1%	?	0%	-9%	0%	-1%
CN(C)S(=O)(=O)c1ccc(C(=O)Nc2nc(-c3ccccc3)c(C(=O)c3ccccc3)s2)cc1	-8%	58	5%	16%	4%	0%	1%	-4%	-7%	5%	9%[46.1 µM]
O=C(COc1ccc(-n2cnnn2)cc1)Nc1ccc(F)c(F)c1F	4%	19	-14%	-9%	0%	-4%	25%	5%	24%	6%	.
CN1C(=O)CSC1=Nc1ccc(Br)cc1	-1%	37	1%	-29%	17%	-2%	14%	3%	-14%	3%	.
O=C(CN(C(=O)c1csnn1)c1ccc2c(c1)OCCO2)NCc1ccccc1	-1%	-5	3%	?	1%	-1%	?	-3%	6%	0%	0%
Cc1noc(C)c1NC(=O)Nc1ccc2c(c1)C(=O)N([C@H](C)CO)C[C@H](C)[C@@H](CN(C)S(=O)(=O)c1ccc(F)cc1)O2	3%	6	2%	8%	.	-4%	13%	-5%	12%	-2%	-3%
O=Cc1cccc(OC(=O)/C=C/c2ccco2)c1	-2%	-5	24µM*	0%	-4%	-3%	?	3%	1%	?	-1%
Cc1nc(-c2nc(-c3c(C(=O)NN)noc3C)cs2)cs1	-1%	-9	-8%	40%	3%	-4%	?	1%	-9%	-2%	0%
COc1ccccc1N1CCN(/N=C/c2cccc(OC)c2O)CC1	5%	13	?	-1%	0%	1%	?	5%	0%	3%	13%
O=C(COc1cc(F)ccc1[N+](=O)[O-])Nc1ccc(N2CCOCC2)cc1	1%	-14	-8%	-5%	-7%	-2%	14%	-3%	-4%	2%	2%
CC(=O)OCC1OC(OC(C)=O)C(NC(=O)Cc2ccccc2)C(OC(C)=O)C1OC(C)=O (stereo not given)	-1%	1	2%	-14%	-6%	-2%	15%	2%	-2%	-4%	-4%
Fc1cccc(NC(=S)N2CCn3cccc3C2c2cccnc2)c1 (stereo not given)	5%	-3	-2%	-18%	-2%	-2%	-23%	0%	0%	?	1%
O=C1COc2ccc(C(=O)CSc3nnc(-c4cccs4)n3Cc3ccccc3)cc2N1	-11%	-8	-2%	-23%	-2%	-4%	?	6%	-1%	-1%	-2%
Cc1ccc(F)cc1NC(=O)COC(=O)C1CCN(c2ccc(C(F)(F)F)cn2)CC1	-10%	-3	3%	-19%	6%	-1%	0%	3%	-24%	-7%	3%
CC(C)O/C(=N\S(=O)(=O)c1ccc(Cl)cc1)c1ccccc1	-2%	3	4%	8%	-2%	-9%	2%	-2%	6%	-20%	1%
COc1ccc(C(=O)NCCS(=O)(=O)N2CCCCCC2)cc1	0%	4	0%	18%	-4%	0%	18%	1%	10%	6%	-1%
COCCCNC(=O)C1CCN(S(=O)(=O)c2c(C)noc2/C=C\c2ccc(OC)cc2)CC1	45%[activator]	-1	-2%	3%	-5%	-12%	0%	-2%	-2%	5%	0%
CCOC(=O)c1csc(-c2ccc3c(c2)CCO3)n1	0%	-3	1%	32%	-2%	-6%	?	0%	-30%	-23%	-3%
CCc1ccc(NC(=O)Nc2ccncc2)cc1	-1%	-5	-10%	-25%	-5%	-5%	?	-2%	-9%	-7%	0%
CC(C)OC(=O)C1C(=O)CC(C)(O)C(C(=O)OC(C)C)C1c1cccc([N+](=O)[O-])c1 (stereo not given)	1%	1	7%	9%	19%	1%	4%	-1%	3%	21%	0%
